# High-throughput results from PubChem BioAssay.
# E-sel inducer: E-selectin induction on HUVECs; HUVEC E-selectin immunofluorescence imaging; normalized: neutral wells 0, TNF-alpha wells 100; P16581; AID 686992; activation, % at 7.58 µM; 0.37% of 260,000 active;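 active means mean E-selectin-positive cell signal at least 10% of the positive control, reached in at least 60% of replicates, without over 20% cell loss; inconclusive means no rule given, readout overlaps actives, possibly toxicity-flagged; inactive means the rest, including those meeting only one limit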;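 further: in these data hits start at about 27%; measured in HUVEC primary endothelial cells; signal is the percent of cells scored E-selectin positive by PE staining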
# Target sequence (P16581 whole entry, looked up): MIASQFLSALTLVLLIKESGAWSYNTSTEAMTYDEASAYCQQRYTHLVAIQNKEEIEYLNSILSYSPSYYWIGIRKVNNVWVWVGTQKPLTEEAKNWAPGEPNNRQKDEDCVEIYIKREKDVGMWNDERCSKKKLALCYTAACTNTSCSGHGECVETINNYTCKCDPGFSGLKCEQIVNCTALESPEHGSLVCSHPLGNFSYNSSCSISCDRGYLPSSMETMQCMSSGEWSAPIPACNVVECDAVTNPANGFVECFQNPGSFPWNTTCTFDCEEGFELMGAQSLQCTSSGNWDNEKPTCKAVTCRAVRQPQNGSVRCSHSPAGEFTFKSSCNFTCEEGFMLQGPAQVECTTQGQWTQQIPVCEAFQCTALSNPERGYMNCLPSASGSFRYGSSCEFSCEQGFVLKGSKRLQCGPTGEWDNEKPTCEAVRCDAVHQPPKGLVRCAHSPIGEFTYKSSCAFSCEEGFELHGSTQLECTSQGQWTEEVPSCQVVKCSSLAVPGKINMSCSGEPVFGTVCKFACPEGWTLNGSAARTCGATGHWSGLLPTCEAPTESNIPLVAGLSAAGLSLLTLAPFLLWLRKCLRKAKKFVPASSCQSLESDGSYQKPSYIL
#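 Read-out: % PE-positive cells | Test system: HUVEC | Doses: One compound dose added by pin transfer | Buffer or medium: EGM-2 over gelatin coat | Signal: Immunofluorescence imaging | Benchmarks: TNF-alpha, DMSO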
# CFTR F508del cor: CFTR F508del correction in bronchial cells; CFBE cells, YFP halide quenching; stimulated with forskolin plus potentiator P3; % fluorescence drop versus neutral controls; activity (quench increase), % at 7.58 µM; 0.36% of 350,000 active;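 active means mean added fluorescence quench of at least 8% versus neutral control, with both replicates also reaching 8%; inconclusive means only one of the mean or replicate conditions met; inactive means mean below 8% and not both replicates reaching 8%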;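 further: cells transiently co-express mutant CFTR-F508del with the halide-sensitive YFP; corrector assay measuring rescue of mutant channel to the surface after 24 h compound exposure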
# XiGFP reactiv: X-chromosome reactivation activator | XiGFP mouse fibroblasts, % GFP-positive cells imaging, 3 d; cells co-treated with 5-aza-dC sensitizer; scaled so ellipticine positive control = 100% | activation, % at 7.58 µM | 0.055% of 360,000 active;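 active means mean normalized replicate activation at least 10% and every replicate at or above 10%; inconclusive means only one of the two criteria met; inactive means mean below 10% and not all replicates reach 10%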;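 further: 0% = median of on-plate neutral control wells and 100% = ellipticine 6 µM median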
#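 Material: XiGFP fibroblasts, SV40-immortalized. Buffer or medium: DMEM plus 5-aza-dC sensitizer. Compound: single concentration per compound, delivered by pin transfer. Times: 3 days compound exposure. Controls: ellipticine 6 µM.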
# RAD52 inh: inhibitors of human RAD52 DNA annealing; P43351; recombinant RAD52 DNA annealing, FRET fluorescence; inhibition, % at 18.7 µM; 0.46% of 360,000 active;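 active means every replicate showing at least 50% inhibition; inconclusive means mean inhibition at least 50% but not in every replicate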
# RAD54 inh: blocks human RAD54 Holliday junction branch migration | Q92698 | FAM/BHQ fluorescence | inhibition, % at 10.4 µM | 0.14% of 360,000 active;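 active means mean normalized replicate activity at least 40 and at least half of replicates scoring 40 or more; inconclusive means only one of the two criteria met; inactive means mean below 40 and under half of replicates reaching 40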;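 further: 0% = median of neutral control wells and 100% = median of positive control wells; inhibitors cause a drop in the FAM fluorescence signal; in these data hits start at about 50%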
# GSIS activator: primary screen for activators of insulin secretion dependent on glucose, INS-1E cells, GLuc reporter luminescence; INS-1E GLuc reporter insulin secretion, 2-3 h; activation, % at 16.6 µM; 0.61% of 370,000 active; AID 743287;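 active means lowest replicate activation of at least 40%, so every replicate reaches that level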;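 further: 0% = median of neutral control wells and 100% = median of IBMX positive control wells; some compounds called inactive have numbers as strong as hits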
# Casp6 inh: caspase-6 (human) enzyme inhibition. P55212. purified caspase-6, Z-VEID-R110 cleavage fluorescence. inhibition, % at 12.5 µM. 0.53% of 350,000 active;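 active means mean inhibition across replicates at least about 35%, with every replicate also reaching that limit, limit read from the data; inconclusive means only one of the two criteria met; inactive means neither criterion met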;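 further: 0% = median of neutral control wells and 100% = no fluorescence left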
# Target sequence (P55212 24-179 limits assumed): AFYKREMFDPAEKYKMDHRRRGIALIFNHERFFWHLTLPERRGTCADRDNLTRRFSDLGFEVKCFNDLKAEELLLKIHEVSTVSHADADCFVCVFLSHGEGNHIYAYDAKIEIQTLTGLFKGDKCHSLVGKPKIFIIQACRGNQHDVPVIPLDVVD
# Target sequence (P55212 194-293 limits assumed): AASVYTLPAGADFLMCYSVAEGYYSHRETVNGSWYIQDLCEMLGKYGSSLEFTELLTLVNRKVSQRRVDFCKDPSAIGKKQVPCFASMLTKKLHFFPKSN
# DENV2 CPE: inhibitors of DENV2 cytopathic effect | DENV2-infected cells, cytopathic effect rescue, plate reader | CPE inhibition, % at 9.99 µM | 1.7% of 350,000 active | AID 651640; in the data active means CPE inhibition above about 20%, passing the limit was not always enough; inconclusive means no clear call, values can overlap the other calls; tested in BHK-21 cells;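 further: 0% = median of neutral control wells and 100% = median of positive control wells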
# An asterisk follows results filed as active; ? = inconclusive; · = no result given; & = joins results of further samples.
SMILES,E-sel inducer,CFTR F508del cor,XiGFP reactiv,RAD52 inh,RAD54 inh,GSIS activator,Casp6 inh,DENV2 CPE
CCCCCN(C(=O)CCC(=O)OCC(=O)N1CCCCC1CC)c1c(N)n(CCCC)c(=O)[nH]c1=O (centres undefined),·,0.3,1.0,-6,-12,-2,1,2
COc1ccccc1-c1cn(CC[C@@H]2CC[C@@H](NC(=O)c3ccccc3F)[C@H](CO)O2)nn1,-0.1,2.9,-0.5,-1,-5,13,0,5
O=S(=O)(c1ccc(S(=O)(=O)N(Cc2ccccc2)Cc2ccco2)cc1)N1CCCC1,·,·,·,-6,1,1,1,·
CCOC(=O)c1c(NC(=O)c2c(C(=O)O)cccc2[N+](=O)[O-])sc(C)c1C,·,-2.3,0.0,-2,4,10,2,4
COc1ccc(S(=O)(=O)N(C)C[C@H]2OCCCC[C@@H](C)Oc3ccc(NC(=O)Nc4ccccc4)cc3C(=O)N([C@@H](C)CO)C[C@@H]2C)cc1,-0.2,-3.1,0.2,·,-20,-14,·,-7
Cc1cc(NC(=O)NC(=O)c2ccccc2F)no1,0.0,-0.4,0.0,-16,11,15,1,-6
C[C@H](O)[C@@H]1C(=O)N2CCc3ccc(N4CCOCC4)cc3[C@@H]2C[C@@H]1N(C)C(=O)Nc1ccccc1,0.1,0.4,·,-1,12,-6,-4,?
CC1CCN(c2ccc(NC(=O)c3ccc(Br)o3)cc2)CC1,1.1,-6.8,0.0,-14,6,1,-3,17
CC(C(=O)NCCc1nc2ccccc2[nH]1)n1cc([N+](=O)[O-])cn1 (centres undefined),1.1,0.8,-0.3,-20,·,16,-4,-5
Cc1ccccc1-c1ccc2c(c1)O[C@@H](CN(C)Cc1ccc(C(=O)O)cc1)[C@H](C)CN([C@H](C)CO)S2(=O)=O,0.0,-3.8,0.2,-15,0,-3,-3,0
COc1ccc(C2NN=C(c3c[nH]c4ccccc34)C2O)cc1 (centres undefined),·,1.7,0.4,-8,12,-18,-1,-4
COC(=O)c1cccc(Nc2ncnc3sccc23)c1,1.8,2.0,-0.1,-26,·,2,1,-2
COc1cc(-c2noc(C)c2C(=O)NCCO)cc(OC)c1OC,1.4,0.0,0.0,-5,-10,-1,3,6
C[C@H]1CN([C@@H](C)CO)C(=O)c2c(c3ccccc3n2C)-c2ccccc2CO[C@@H]1CN(C)C(=O)Nc1ccc2c(c1)OCO2,-0.3,1.0,0.8,-4,0,3,2,11
O=C(N/N=C/c1cc(Br)cc(Cl)c1O)c1ccc2c(c1)OCO2,·,12*,0.0,-5,2,·,-3,-13
C[C@H](CO)N1C[C@H](C)[C@H](CN(C)Cc2ccccc2C(=O)O)Oc2ncc(C3=CCCC3)cc2C1=O,0.3,-1.0,0.2,7,5,32,-6,-9
CC(C)C(NC(=O)c1ccco1)C(=O)OCC(=O)c1ccccc1 (centres undefined),-0.1,-0.4,0.0,-3,·,2,2,2
COc1ccc(/C=C/C(=O)Nc2ccc(-c3nnc4n3CCCCC4)cc2)c(OC)c1,-3.0,·,0.2,-17,·,-42,-1,2
CCC(c1nnc(SCC(=O)Nc2ccc(C(N)=O)cc2)n1Cc1ccccc1)N(C)C (centres undefined),-0.5,-2.5,0.1,-6,3,-3,4,-2
CCCS(=O)(=O)NC(=O)C1(C)CCCN(C(=O)c2cccc(OC(F)(F)F)c2)C1 (centres undefined),0.1,-1.1,0.0,-15,7,6,0,7
CN1c2ccc(Br)cc2[C@@H]2[C@@H](CCN2C(=O)C2CCCC2)[C@@H]1CO,0.1,-0.7,-0.1,5,·,-24,2,5
CN1C(=O)c2cc(NC(=O)c3ccccc3)ccc2OC[C@@H]2O[C@@H](CC(=O)NC3CCCC3)CC[C@H]21,-0.1,0.5,0.1,-15,-7,-2,-2,?
COc1ccc(S(=O)(=O)NCC2CCCN(Cc3cccc(C(C)=O)c3)C2)cc1 (centres undefined),·,-1.0,0.1,-136,-9,-4,-5,-3
COC(=O)CCC(=O)OC1(C)C(=O)C=C2C=C(C3CC3)N(C3CCCCC3)C=C2C1=O (centres undefined),-0.1,-1.3,0.1,-56,-5,-2,17,3
COC(=O)C1=C(SC)N(c2ccc(OC)cc2)C(c2ccccc2)CC1=O (centres undefined),-0.1,1.9,-0.1,-25,-1,-4,-3,-29

# Arranged by SMILES length (largest number first): 14 of the compounds above.
SMILES,E-sel inducer,CFTR F508del cor,XiGFP reactiv,RAD52 inh,RAD54 inh,GSIS activator,Casp6 inh,DENV2 CPE
COc1ccc(S(=O)(=O)N(C)C[C@H]2OCCCC[C@@H](C)Oc3ccc(NC(=O)Nc4ccccc4)cc3C(=O)N([C@@H](C)CO)C[C@@H]2C)cc1,-0.2,-3.1,0.2,·,-20,-14,·,-7
C[C@H]1CN([C@@H](C)CO)C(=O)c2c(c3ccccc3n2C)-c2ccccc2CO[C@@H]1CN(C)C(=O)Nc1ccc2c(c1)OCO2,-0.3,1.0,0.8,-4,0,3,2,11
C[C@H](O)[C@@H]1C(=O)N2CCc3ccc(N4CCOCC4)cc3[C@@H]2C[C@@H]1N(C)C(=O)Nc1ccccc1,0.1,0.4,·,-1,12,-6,-4,?
C[C@H](CO)N1C[C@H](C)[C@H](CN(C)Cc2ccccc2C(=O)O)Oc2ncc(C3=CCCC3)cc2C1=O,0.3,-1.0,0.2,7,5,32,-6,-9
COc1ccccc1-c1cn(CC[C@@H]2CC[C@@H](NC(=O)c3ccccc3F)[C@H](CO)O2)nn1,-0.1,2.9,-0.5,-1,-5,13,0,5
COC(=O)CCC(=O)OC1(C)C(=O)C=C2C=C(C3CC3)N(C3CCCCC3)C=C2C1=O (centres undefined),-0.1,-1.3,0.1,-56,-5,-2,17,3
CCOC(=O)c1c(NC(=O)c2c(C(=O)O)cccc2[N+](=O)[O-])sc(C)c1C,·,-2.3,0.0,-2,4,10,2,4
COc1ccc(S(=O)(=O)NCC2CCCN(Cc3cccc(C(C)=O)c3)C2)cc1 (centres undefined),·,-1.0,0.1,-136,-9,-4,-5,-3
CC(C(=O)NCCc1nc2ccccc2[nH]1)n1cc([N+](=O)[O-])cn1 (centres undefined),1.1,0.8,-0.3,-20,·,16,-4,-5
COC(=O)C1=C(SC)N(c2ccc(OC)cc2)C(c2ccccc2)CC1=O (centres undefined),-0.1,1.9,-0.1,-25,-1,-4,-3,-29
O=C(N/N=C/c1cc(Br)cc(Cl)c1O)c1ccc2c(c1)OCO2,·,12*,0.0,-5,2,·,-3,-13
COc1ccc(C2NN=C(c3c[nH]c4ccccc34)C2O)cc1 (centres undefined),·,1.7,0.4,-8,12,-18,-1,-4
CC1CCN(c2ccc(NC(=O)c3ccc(Br)o3)cc2)CC1,1.1,-6.8,0.0,-14,6,1,-3,17
Cc1cc(NC(=O)NC(=O)c2ccccc2F)no1,0.0,-0.4,0.0,-16,11,15,1,-6

# (further entries)
SMILES,E-sel inducer,CFTR F508del cor,XiGFP reactiv,RAD52 inh,RAD54 inh,GSIS activator,Casp6 inh,DENV2 CPE
C/C(=N\NC(=O)c1ccc(F)cc1)c1ccc(NC(=O)Cc2ccccc2)cc1,·,-2.0,0.1,-10,-11,0,-1,3
O=C(NCCOc1cccc2cccnc12)c1cccs1,·,-1.7,0.3,-22,-1,-5,0,5
C[C@@H]1CN([C@H](C)CO)C(=O)CCCn2nncc2CO[C@@H]1CN(C)S(=O)(=O)c1ccc(F)cc1,-0.1&0.0,0.9&-0.5&0.3,0.2&0.3,-5&15&14,3&0&-2,-1,3&2&0,0&10&0
Cc1ccc(-c2csc(Cc3nc(-c4ccc5c(c4)CCC(=O)N5)cs3)n2)cc1,0.4,-0.6,1.1,-19,3,23,-2,-6
COc1cc(-c2nnc(COC(=O)c3ccc(C)o3)o2)cc(OC)c1OC,0.6,3.0,0.3,-4,-2,18,35*,-4
C[C@H]1CN([C@@H](C)CO)C(=O)c2cc(NS(=O)(=O)c3ccc(F)cc3)ccc2O[C@@H]1CN(C)S(C)(=O)=O,-3.1,-0.1,0.1,·,·,4,·,·
C[C@@H]1CN([C@@H](C)CO)C(=O)c2cc(-c3ccncc3)cnc2O[C@H]1CN(C)C(=O)c1ccc(F)cc1,0.1,2.4,-1.4,-1,0,-11,-2,-1
O=C(N[C@@H]1CC[C@@H](CCNS(=O)(=O)c2ccccc2)O[C@H]1CO)c1cnccn1,0.1,1.8,-0.1,-4,2,4,3,-10
Cc1cccc(-c2ccc([C@H]3[C@@H](CO)N4CCCCN(C(=O)NC(C)C)C[C@@H]34)cc2)c1,0.1,0.8,0.2,16,-5,-16,-1,?
CCC(C)Sc1ccc([C@H]2N[C@@](C)(C(=O)OC)[C@H]3C(=O)N(C)C(=O)[C@@H]23)cc1 (some centres undefined),-0.1,1.4,-0.1,-37,1,-2,0,-12
COc1ccc(S(=O)(=O)N(C)C[C@@H]2Oc3ccc(NC(=O)NC4CCCCC4)cc3CC(=O)N([C@H](C)CO)C[C@@H]2C)cc1,0.1,-0.4,-0.2,-11,3,-1,2,-2
O=C(NS(=O)(=O)c1ccccc1[N+](=O)[O-])[C@H]1O[C@@H](n2ccc(=O)[nH]c2=O)[C@H](O)[C@@H]1O,0.6,-4.5,0.3,-8,·,20,-4,-7
COc1cc(Cc2cc(OC)c(O)c(OC)c2)cc(OC)c1O,0.1,1.2,0.3,-15,·,9,-2,11
O=C(NCc1ccc(Cl)cc1)c1cc(=O)nc2sc(-c3ccccc3)nn12,·,2.1,·,-20,-1,11,0,6
CC1(C)CC(=O)C=C(Nc2ccc(O)c(C(=O)O)c2)C1,·,1.2,-0.1,-23,4,-4,22,14
CNc1ccc(C(=O)OCC(=O)NC(=O)NC2CCCCC2)cc1[N+](=O)[O-],0.8,1.7,0.2,-29,6,2,-3,-4
COc1ccccc1OCCCc1c(C)n[nH]c1C,·,0.3,·,13,-16,19,3,6
O=C(C[C@H]1C=C[C@H](NC(=O)CC2CC2)[C@@H](CO)O1)NCC(F)(F)F,-0.3,0.0,-0.1,-1,-1,20,3,1
O=C(/C=C/c1ccccc1Br)c1ccc2c(c1)OCO2,-0.1,-2.2,-0.1,14,-7,24,4,0
